A3G deaminase – APOBEC3G DNA deaminase inhibitors, primary screen, biochemical, fluorescence, single-stranded DNA substrate, uHTS | recombinant A3G, ssDNA deamination FAM/TAMRA fluorescence | inhibition, % at 20 µM | 330,000 tested, 0.28% active;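 active = inhibition of at least 40% at 20 µM, with no more than 30% in the related APOBEC3A deaminase screen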;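 note: plate controls were DMSO wells with A3G for no effect and wells lacking A3G enzyme for full effect; some compounds called inactive have numbers as strong as hits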
Target sequence (Q9HC16 whole entry, looked up): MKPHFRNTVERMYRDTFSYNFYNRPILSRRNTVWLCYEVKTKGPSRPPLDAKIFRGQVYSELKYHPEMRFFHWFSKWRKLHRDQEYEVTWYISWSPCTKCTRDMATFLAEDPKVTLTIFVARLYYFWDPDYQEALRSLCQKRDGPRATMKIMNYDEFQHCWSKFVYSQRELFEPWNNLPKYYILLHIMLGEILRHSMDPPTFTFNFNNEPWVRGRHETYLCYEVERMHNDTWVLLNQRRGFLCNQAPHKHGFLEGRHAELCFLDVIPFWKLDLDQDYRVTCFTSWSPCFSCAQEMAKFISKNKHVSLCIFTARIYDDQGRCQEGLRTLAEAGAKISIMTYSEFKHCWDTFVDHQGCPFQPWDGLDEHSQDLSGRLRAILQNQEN
hIAP inh – human IAP inhibitors, primary screen, biochemical, luminescence, uHTS; 330,000 tested, 0.12% active; Intestinal-type alkaline phosphatase (Homo sapiens), P09923; purified IAP, CDP-Star luminescence, 30 min; inhibition, % at 10 µM; AID 2544, 2010;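 active = inhibition reaching a set limit with compound at 10 µM in the primary screen, cut at about 35% in these data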;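 note: plate controls were DMSO wells with enzyme for no effect and no-enzyme buffer wells for full effect; values of inactives mirror those of a sister screen read the other way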
A3A deaminase – APOBEC3A ssDNA deaminase inhibitors, primary screen, selectivity assay for APOBEC3G inhibitor project, biochemical, FAM/TAMRA oligo cleavage fluorescence | DNA dC->dU-editing enzyme APOBEC-3A (Homo sapiens), P31941 | recombinant A3A, FAM/TAMRA ssDNA deamination fluorescence | 330,000 tested, 0.41% active | inhibition, % at 20 µM;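 active = at least 40% inhibition at 20 µM here, with at most 30% in a related deaminase screen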;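 note: plate controls were A3A with DMSO for no effect and wells lacking A3A enzyme for full effect; some results filed as inactive read as strong as hits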
Target sequence (P31941 whole entry, looked up): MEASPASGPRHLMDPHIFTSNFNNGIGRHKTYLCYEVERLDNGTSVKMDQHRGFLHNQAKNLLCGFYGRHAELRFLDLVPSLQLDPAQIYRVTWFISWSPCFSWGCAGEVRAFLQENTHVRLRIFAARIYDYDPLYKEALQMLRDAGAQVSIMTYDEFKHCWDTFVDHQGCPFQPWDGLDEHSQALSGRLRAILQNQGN
mIAP block – inhibitors of mouse IAP, primary screen, biochemical, luminescence, uHTS; purified mouse IAP, CDP-Star luminescence, 30 min; inhibition, % at 10 µM; 330,000 tested, 0.2% active; intestinal alkaline phosphatase [Mus musculus];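 active = inhibition of at least 40% at 10 µM in the primary screen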;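 note: plate controls were DMSO with enzyme for no effect and no enzyme wells for full effect; values of inactives mirror those of a sister screen read the other way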
mIAP act – activators of mouse IAP, primary screen, biochemical, luminescence, uHTS. activation factor at 10 µM. intestinal alkaline phosphatase [Mus musculus]. 330,000 tested, 0.24% active. muIAP, CDP-Star luminescence, 30 min; active compounds read high; 1 = vehicle-only enzyme signal, 0 = enzyme-free wells. AID 2805, 2010;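 active = activation factor of at least 2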; note: the source names both 10 and 20 µM as test concentration; values of inactives mirror those of a sister screen read the other way
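Assay system: mouse IAP enzyme; reagent: chemiluminescent substrate CDP-Star; dosing: test compounds delivered from DMSO solution; schedule: 30 min at room temperature; measured by: luminescence from enzymatic CDP-Star hydrolysis; controls: DMSO-only wells and no-enzyme negative control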
hIAP act – human IAP activators, primary screen, biochemical, luminescence, uHTS | Intestinal-type alkaline phosphatase (Homo sapiens), P09923 | purified human IAP, CDP-Star luminescence, 30 min; active compounds read high; 1 = vehicle-only enzyme, 0 = enzyme-free background | activation factor at 10 µM | 330,000 tested, 0.16% active | AID 2524, 2010;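 active = activation factor of the enzyme at least 2-fold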; note: the source names both 10 and 20 µM as test concentration; values of inactives mirror those of a sister screen read the other way
MPTP inh – mitochondrial permeability transition pore inhibitors, primary screen, biochemical, isolated mouse mitochondria, absorbance; 360,000 tested, 1.4% active; inhibition, % at 10 µM; Ca2+ swelling absorbance, 30 min; AID 602449, 2012;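 active = inhibition of 50% or more, scaled per plate between neutral and stimulator controls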;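 note: 0% = DMSO wells given calcium and 100% = 1 mM EGTA wells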
MIN6 prolif – inducers of MIN6 beta-cell proliferation, primary screen, ATP luminescence, uHTS; proliferation, % at 10 µM; AID 2380, 2010; 330,000 tested, 0.29% active; MIN6 cells proliferation, ATPlite luminescence, 48 h; cells starved in 0.2% serum; 100% = growth in 10% serum;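 active = compounds whose signal lies at least 3.5 SD above the mean of all wells on their plate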;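 note: 0% = DMSO-treated cells in low-serum medium and 100% = 10% serum control; some compounds called inactive have numbers as strong as hits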
NR3A LBD binder – binders of NR3A ligand-binding domain, primary screen, biophysical, differential scanning fluorimetry, uHTS | Glutamate receptor ionotropic, NMDA 3A (GRIN3A) ligand-binding domain | NR3A LBD differential scanning fluorimetry, Tm shift; 0% = protein alone, 100% = glycine-bound protein | Tm shift relative to glycine control, % at 25 µM | 340,000 tested, 2.5% active | AID 1259313, 2017;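 active = melting temperature shift of at least 10% of the positive control shift, at one fixed dose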
* = called active by the depositor; / = no result given; & = joins results of further samples.

Values run as follows: A3G deaminase, hIAP inh, A3A deaminase, mIAP block, mIAP act, hIAP act, MPTP inh, MIN6 prolif, NR3A LBD binder
> Cc1cc(OCC(=O)NNC(=S)NC(=O)c2cccs2)ccc1Cl
→ -8.3, -45.5, -3.0, 21.9, 0.781, 1.46, 3.5, -6.5, -5.2
> CCOC(=O)Cn1nc(C(F)F)c(Br)c1C
→ -14.5, 1.8, -7.1, 1.0, 0.99, 0.982, -0.7, -1.2, 0.8
> Cc1ccc(NC(=O)CSc2nnc(-c3cccnc3)o2)c(C)c1
→ 6.2, -4.7, 1.2, 2.1, 0.979, 1.05, -0.2, 0.7, -1.0
> O=C(/C=C/c1ccccc1)N1CCOCC1
→ -3.7, -4.2, 0.9, -10.3, 1.1, 1.04, 0.4, -4.0, 4.3
> COc1ccc(NCC(=O)N/N=C/C=C/c2ccccc2[N+](=O)[O-])cc1
→ -5.5, -4.9, 2.0, 4.9, 0.951, 1.05, 1.4, -3.4, -0.3
> Cn1c2ccccc2c(=O)c2cc(C#Cc3ccc(N)cc3)ccc21
→ -5.5, -2.7, -2.3, 9.7, 0.903, 1.03, 0.2, -6.3, 5.3
> COc1ccc(-c2ccc(-c3nc4ccc(C)cn4c3NC3CCCCC3)cc2OC)cc1
→ 29.3, -10.7, -9.1, -5.2, 1.05, 1.11, 3.3&3.3, -8.2, -15.1
> Cc1cc(C)cc(NC(=S)N2CC(C)OC(C)C2)c1 (stereo not given)
→ -0.5, 3.2, -3.0, -8.0, 1.08, 0.968, 0.6, 0.1, 1.8
> COc1cc(C(=O)N2CCCC(c3nc(-c4cccs4)no3)C2)cc(OC)c1OC (stereo not given)
→ -4.7, 11.1, 2.9, 2.8, 0.972, 0.889, 0.7, -2.9, 6.4
> COc1ccc(OCCSc2nc(N)cc(N)n2)cc1
→ -0.7, 21.6, 1.7, -5.1, 1.05, 0.784, -0.6, 2.8, 1.7

Some entries already given, showing only hIAP inh and MPTP inh.
molecule | hIAP inh | MPTP inh
COc1ccc(-c2ccc(-c3nc4ccc(C)cn4c3NC3CCCCC3)cc2OC)cc1 | -10.7 | 3.3&3.3
Cn1c2ccccc2c(=O)c2cc(C#Cc3ccc(N)cc3)ccc21 | -2.7 | 0.2
COc1cc(C(=O)N2CCCC(c3nc(-c4cccs4)no3)C2)cc(OC)c1OC (stereo not given) | 11.1 | 0.7
CCOC(=O)Cn1nc(C(F)F)c(Br)c1C | 1.8 | -0.7

(more compounds)
Values run as follows: A3G deaminase, hIAP inh, A3A deaminase, mIAP block, mIAP act, hIAP act, MPTP inh, MIN6 prolif, NR3A LBD binder
> COc1ccc(NC(=O)C2CCCN(S(C)(=O)=O)C2)cc1OC (stereo not given)
→ -7.7, -1.2, -2.8, -3.1, 1.03, 1.01, -0.3, 1.7, -1.0
> CCN(CC)c1ccc(/C=N/NC(=O)c2ccc3nc[nH]c3c2)c(O)c1
→ 1.0, -83.5, 0.3, 13.7, 0.863, 1.83, 1.5, -5.2, 5.0
> CCn1c(SCC(=O)NC(C)c2ccccc2)nc2ccccc21 (stereo not given)
→ -1.6, 3.1, 3.9, -8.9, 1.09, 0.969, -0.4, -2.2, -0.2
> CCOC(=O)C(Cc1ccccc1)NC(=O)CCc1c(C)nc2nc(C)nn2c1C (stereo not given)
→ -5.4, 5.2, 0.6, -6.4, 1.06, 0.948, -1.6, -1.9, 0.9
> Cc1cc2ccccc2nc1Br
→ 1.4, 9.7, -4.3, 4.7, 0.953, 0.903, -2.6, 0.8, -16.5
> Cc1ccc(CN2CC34C=CC(O3)C(C(=O)NCc3ccco3)C4C2=O)cc1 (stereo not given)
→ -1.4, -21.7, -0.3, 7.0, 0.93, 1.22, 0.2, -5.3, 1.4
> COc1cccc(C(=O)N2CCN(C3CCCCC3)CC2)c1
→ -1.2, -10.5, 0.2, -2.3, 1.02, 1.1, -0.3, 1.5, 0.3
> CC(=O)C1=C(C)NC(=O)CC1c1ccc(F)cc1 (stereo not given)
→ -4.8, -0.1, 0.3, -4.5, 1.04, 1, -2.2, 0.1, -0.3
> COC(=O)c1sccc1NC(=O)Nc1ccc(OC)cc1
→ -4.0, -21.0, -3.8, -1.5, 1.01, 1.21, 1.3, 10.2, 5.0
> COc1cc(CCC(=O)NCc2ccc(F)cc2)cc(OC)c1OC
→ 2.1, 6.5, -1.7, -3.1, 1.03, 0.935, -0.4, 1.7, 2.1
> O=C(COC(=O)Cc1c(F)cccc1Cl)NC(=O)c1ccccc1
→ -4.9, 14.8, -0.4, 6.9, 0.931, 0.852, -0.2, 3.4, 2.2
> C/C(=N\NC(=O)CC1N=C(Cc2ccccc2)NNC1=O)c1ccc(C)cc1 (stereo not given)
→ -4.5, -3.3, -3.7, 8.6, 0.914, 1.03, -0.2, -2.1, 0.2
> Cc1ccccc1Nc1c(-c2ccccc2)nc2ncccn12
→ -4.7, 6.4, 1.5, -9.4, 1.09, 0.936, 0.1, -2.3, -0.4
> Cn1ccnc1SCc1cn2ccccc2n1
→ -4.2, -20.6, -1.9, 1.5, 0.985, 1.21, -1.3, -0.4, -3.3
> CS(=O)(=O)Nc1ccccc1C(=O)OCC(=O)NCc1cccs1
→ -0.9, 0.8, 0.1, -1.7, 1.02, 0.992, -1.7, 3.3, -0.3
> CC1CN(S(=O)(=O)c2ccc(Cl)c(S(=O)(=O)N3CC(C)OC(C)C3)c2)CC(C)O1 (stereo not given)
→ -1.0, 7.9, -0.1, -1.5, 1.01, 0.921, 5.2, -1.1, -0.8
> O=C(CNC(=O)c1ccc(Br)cc1)OCC(=O)c1ccccc1
→ -5.0, -5.7, 0.4, -3.3, 1.03, 1.06, -0.1, 2.3, -0.5
> COC(Cc1ccccc1N1CCCC1=O)OC
→ -4.7, -24.7, -4.2, 2.7, 0.973, 1.25, 0.9, -5.9, 1.6
> Cc1cccc2cc(COC(=O)c3cccc([N+](=O)[O-])c3)c(=O)[nH]c12
→ -4.8, 6.4, -2.6, -0.4, 1, 0.936, /, -2.3, 0.6
> Cc1ccccc1Nc1nc(N)nc(COC(=O)c2ccccc2)n1
→ 0.3, -1.0, 2.2, 5.2, 0.948, 1.01, -0.7, 0.1, -0.5
> Nc1cc(=O)[nH]c(SCC(=O)Nc2ccc(F)c(Cl)c2)n1
→ -7.1, 3.6, -2.9, 0.0, 1, 0.964, 4.5, 3.6, -2.7
> CCOc1cc(C(=O)N2CCC(CC3CC(c4ccc(Cl)cc4)=NO3)(C(=O)NCC3CCCCC3)CC2)cc(OCC)c1OCC (stereo not given)
→ -9.7, 7.4, -3.1, -88.0, 1.88, 0.926, 0.6, -5.6, 3.1
> CCOC(=O)c1nn(-c2ccccc2)c(=O)cc1SC(C)C
→ -3.7, 5.9, -0.4, 2.2, 0.978, 0.941, -1.3, -1.5, 3.6
> c1ccc2c(C[n+]3csc4ccccc43)cccc2c1
→ 18.4, -9.5, 0.6, -4.5, 1.04, 1.09, -1.7, -5.7, 1.5
> COc1ccc(S(=O)(=O)N(C)C[C@@H]2Oc3c(NS(C)(=O)=O)cccc3C(=O)N([C@@H](C)CO)C[C@H]2C)cc1
→ -4.4, -1.3, 29.5, -7.1, 1.07, 1.01, -0.5, -0.7, 0.8
> CCCSC1=C(C#N)C(c2ccc(O)c(OC)c2)CC(=O)N1 (stereo not given)
→ -6.7, 0.1, -3.2, 17.3, 0.827, 0.999, 0.0, 2.3, 0.8
> C/C(=N\NS(=O)(=O)c1ccc(C)cc1)c1cc2ccccc2oc1=O
→ 1.0, -11.0, 0.2, -4.1, 1.04, 1.11, -3.2, 8.4*, 1.3
> Cc1ccc(NC(=O)COc2ccc(/C=C3/SC(=Nc4ccccc4)N(Cc4cccnc4)C3=O)cc2)cc1
→ -8.5, 5.6, 0.0, 16.9, 0.831, 0.944, 4.2, -5.8, -0.2
> c1ccc2c(c1)CCCc1cc(NCCN3CCOCC3)nnc1-2
→ -2.0, 14.0, -2.2, -9.0, 1.09, 0.86, -5.3, -1.4, -1.3
> CCC(C)Sc1ccc([C@@H]2[C@@H]3C(=O)N(CC)C(=O)[C@@H]3[C@]3(C(=O)OC)CCCCN23)cc1 (stereo not given in full)
→ -10.8, -1.1, -2.7, 1.2, 0.988, 1.01, -0.5, -5.3, -3.1
> CCO[C@H]1OC(C(=O)NC2CC2)=C[C@@H](c2ccc(C(F)(F)F)cc2)[C@@H]1CCCO
→ 0.1, 9.2, 0.5, -4.1, 1.04, 0.908, -1.2, -5.1, -3.9
> CCOC(=O)c1c(C)[nH]c(C)c1C(=O)COC(=O)COc1ccc(Cl)c(C)c1
→ -12.3, 3.0, -3.6, -0.2, 1, 0.97, -1.2, 0.0, -5.5
> CCS(=O)(=O)N1CCN(C(=O)CCC2CCCC2)CC1
→ -0.6, 2.3, -0.9, 0.3, 0.997, 0.977, -0.4, -0.7, -1.7
> Cc1cc(C)nc(Nc2ncc(O)n2-c2ccc(C)c(C)c2)n1
→ -7.5, 6.4, -4.5, -8.1, 1.08, 0.936, 1.9, -3.0, 1.9
> COc1ccc(S(=O)(=O)NCC(=O)Nc2ccc3c(c2)OCCO3)cc1OC
→ 5.1, -3.8, 2.3, -17.2, 1.17, 1.04, -1.7, -0.5, 0.5
> CCN1C(=O)CCC(C(=O)O)C1c1ccc(OC)cc1 (stereo not given)
→ -5.3, -14.0, -3.2, 5.2, 0.948, 1.14, 0.4, -2.1, -0.2
> CC(C)N1C(=O)CC2(CC[N+](C)(CCOC(=O)C(c3ccccc3)c3ccccc3)CC2)C1=O (stereo not given)
→ 18.0, -14.8, 59.8*, 2.3, 0.977, 1.15, -1.1, 0.5, 0.3
> CCn1c(SC(C)C)nnc1-c1c[nH]c2ccccc12
→ -0.5, 1.5, -2.8, -1.8, 1.02, 0.985, 0.6, -2.4, -2.5
> O=C(Nc1cccnc1)C(Cc1ccccc1)n1cccc1 (stereo not given)
→ 1.7, 7.2, 0.3, -24.0, 1.24, 0.928, 0.1, 0.9, 5.4
> Cc1ccccc1CN(C)CC(=O)Nc1cccc(S(=O)(=O)N(C)c2ccccc2)c1
→ -5.7, 13.4, -3.3, -2.6, 1.03, 0.866, 3.4, -5.4, -2.9
> O=C(Nc1ccccc1-c1nc2ccccc2s1)c1ccc(Br)o1
→ -2.4, 8.0, 2.8, 4.2, 0.958, 0.92, -0.6, -1.6, 1.3
> COc1ccccc1/C=C\C(=O)NCC(=O)N/N=C/c1cccc(OC)c1O
→ -4.8, -84.5, -6.1, 19.6, 0.804, 1.84, -2.1, -4.6, 0.9
> O=C(Cc1cnc2ncnn2c1)N1CCc2c([nH]c3ccccc23)C1c1ccccc1F (stereo not given)
→ -4.6, 10.9, 0.0, -9.7, 1.1, 0.891, -4.4, 1.2, 0.4
